High-throughput results (PubChem BioAssay)
D3 ag – agonists of human D3 dopamine receptor | 410,000 compounds, 0.58% hits | max activation, % | P35462 | AID 652048 | D3R DiscoveRx beta-arrestin cells, luminescence, 90 min; in the data active = max activation above about 30%; note: 0% is about no effect; mostly tested at two doses, the higher about 12 µM
Target sequence (P35462 whole entry, looked up): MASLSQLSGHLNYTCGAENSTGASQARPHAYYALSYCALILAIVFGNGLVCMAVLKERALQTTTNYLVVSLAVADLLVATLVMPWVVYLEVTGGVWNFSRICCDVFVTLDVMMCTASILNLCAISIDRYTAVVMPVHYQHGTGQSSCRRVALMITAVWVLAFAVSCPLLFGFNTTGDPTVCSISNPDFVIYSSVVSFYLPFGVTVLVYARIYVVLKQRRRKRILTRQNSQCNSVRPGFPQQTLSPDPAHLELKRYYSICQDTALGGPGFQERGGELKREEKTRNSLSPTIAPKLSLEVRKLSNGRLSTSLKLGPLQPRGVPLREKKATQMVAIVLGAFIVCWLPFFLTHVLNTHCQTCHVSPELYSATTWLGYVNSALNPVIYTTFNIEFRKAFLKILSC
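Cells at 1500/well, incubated overnight, then treated with pinned compounds (dopamine as control) for 90 min at 37 degrees C. DiscoveRx reagent added for 30 - 60 minutes at room temperature; luminescence read.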
HT1080 IDH1KD tx – kills HT-1080 cells with IDH1 knockdown; 360,000 compounds, 2% hits; HT-1080 IDH1 knockdown viability, ATP luminescence, 48 h; Potency, µM (series often up to 46.1 µM), inactives show at the highest dose activity, negative = toxicity, most hits filed as cytotoxic;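 note: potency is the fitted concentration of half-maximal effect; 0% = DMSO wells and -100% = cell-free medium wells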
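Viability of IDH1-knockdown HT-1080 fibrosarcoma cells was assessed by CellTiter-Glo after 48 h at 37 °C with titrated compound; concentration-effect curves were classified by fit quality and response size.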
SW480 rerep – inducers of DNA re-replication in SW480 colon cancer cells; SW480 DNA re-replication, Hoechst DNA content imaging, 48 h; Potency, µM (highest dose often 46.1 µM), for the others: top-dose re-replication activation, actives largely listed as activators; 340,000 compounds, 1.8% hits; AID 624297; note: potency is the fitted concentration of half-maximal effect; % of control where 0% means no effect; nearly all actives have a fitted effect of over 55% in size
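Treated cells incubate 48 hr (37 C, 5% CO2), are stained 40 min with Hoechst, and nuclear fluorescence is enumerated; a rise in nuclei with high DNA signal marks re-replication.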
HT1080-NT tox – kills 2HG-producing HT-1080-NT fibrosarcoma cells; HT-1080-NT fibrosarcoma viability, CellTiter-Glo ATP luminescence, 48 h; Potency, µM (top dose mostly 46.1 µM), for the others: at the highest dose activity, negative = less viability, actives largely listed as cytotoxic; 360,000 compounds, 1.6% hits; AID 686970;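 note: NT is the 2HG producing partner of a matched IDH1 knockdown line; potency is the fitted concentration of half-maximal effect; 0% = DMSO-treated cells and -100% = media-only wells without cells; nearly all actives have a fitted effect of over 55% in size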
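A 48-hour cytotoxicity screen used HT-1080-NT cells plated 2 hours before compound delivery. ATP-based CellTiter-Glo luminescence measured viability, normalized to DMSO and no-cell controls.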
IL1B secr inh – inflammasome signaling inhibition, IL-1 beta readout; THP-1 LPS/ATP IL-1B secretion, AlphaLISA, 16 h; stronger effect = lower value; activity change, % at 57.5 µM; 360,000 compounds, 4.7% hits; AID 743279; in the data active = activity change below about -50%; inconclusive = mostly about -30% to -49%; note: % is set by controls: 0 for no effect and ±100 for the full control effect
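Secreted IL-1B measured by AlphaLISA bead assay after 16 h compound exposure of THP-1 cells; compounds (final up to 57.5 uM) added 1 h before LPS (250 ng/mL) and ATP (1.25 mM) stimulation; lower signal means less secretion.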
KB-V1 cytotox – KB-V1 MDR subline cytotoxicity | Potency, µM (highest dose often 46.1 µM), for the others: top-dose activity change, negative = cytotoxicity, usual class: cytotoxic | 400,000 compounds, 3.4% hits | KB-V1 MDR cells viability, CellTiter-Glo, 72 h | AID 1347076; note: potency is the fitted concentration of half-maximal effect; % is set by controls: 0 for no effect and ±100 for the full control effect; nearly all actives have a fitted effect of over 60% in size
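KB-V1 MDR subline cells in DMEM (phenol-red free, 10% FBS) exposed to compounds in qHTS concentration series for 72 h at 37 degrees C. Viability read by CellTiter-Glo luminescence; concentration-effect curves fitted after normalization and correction.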
D3 antag – antagonists of human D3 dopamine receptor | P35462 | D3R cells, DiscoveRx beta-arrestin luminescence, antagonist mode; stronger effect = lower value | max response, negative = inhibition, % | 360,000 compounds, 2.5% hits | AID 652054; in the data active = max response below about -50%; inconclusive = no clear call, values can overlap the other calls; note: % is set by controls: 0 for no effect and ±100 for the full control effect; mostly tested at two doses, the higher about 12 µM
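Cells plated overnight at 1500 cells/well, then exposed to library compounds with dopamine controls for 90 minutes at 37 degrees C. DiscoveRx reagent added for 30–60 minutes at room temperature; luminescence read, quantitative HTS format.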
GLP-1R agonist – activates the human GLP-1 receptor; P43220; HEK293 GLP-1R CRE-luciferase, luminescence, 4-6 h; cells express a hypersensitive GLP-1R form; Potency, µM (doses to about 45.6 µM), inactives show at the highest dose activation, most hits filed as activators; 380,000 compounds, 0.007% hits; note: potency is the fitted concentration of half-maximal effect; % of control where 0% means no effect
Target sequence (P43220 whole entry, looked up): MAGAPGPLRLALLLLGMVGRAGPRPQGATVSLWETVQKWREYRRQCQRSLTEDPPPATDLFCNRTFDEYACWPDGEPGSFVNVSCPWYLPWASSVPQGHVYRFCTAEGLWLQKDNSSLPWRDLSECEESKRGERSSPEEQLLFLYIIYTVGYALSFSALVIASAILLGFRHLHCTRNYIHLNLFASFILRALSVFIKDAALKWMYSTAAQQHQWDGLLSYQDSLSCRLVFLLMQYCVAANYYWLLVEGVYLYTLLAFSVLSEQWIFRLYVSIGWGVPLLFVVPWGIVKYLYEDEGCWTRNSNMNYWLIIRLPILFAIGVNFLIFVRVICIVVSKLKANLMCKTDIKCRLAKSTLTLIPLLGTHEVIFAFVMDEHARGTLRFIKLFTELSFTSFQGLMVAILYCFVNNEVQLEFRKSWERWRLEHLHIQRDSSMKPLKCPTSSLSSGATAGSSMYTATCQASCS
KB-3-1 cytotox – KB-3-1 parental cell cytotoxicity; Potency, µM (highest dose often 46.1 µM), for the others: top-dose activity change, negative = cytotoxic, hits mostly cytotoxic; 400,000 compounds, 1.4% hits; KB-3-1 viability, CellTiter-Glo ATP luminescence, 72 h; note: potency is the fitted concentration of half-maximal effect; % is set by controls: 0 for no effect and ±100 for the full control effect; nearly all actives have a fitted effect of over 60% in size
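Parental KB-3-1 viability, qHTS format: 72 h compound exposure, 37 °C; CellTiter-Glo; media-only wells and DMSO plates as controls; concentration-effect fits on corrected data.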
Starred values were filed as active, the others as inactive; ? = inconclusive; · = no result given; & = joins results of further samples; [ ] = remark or other dose. Unless noted, calls come from the whole dose curve; as a rule, active = well fitted curve in the direction sought with a large enough effect; inconclusive = small, poorly fitted or top-dose-only effect, or another doubt; inactive = no such curve, though single readings can be large; an effect the other way counts as inactive or inconclusive. An unsorted share of the library. Share with any hit: about 12%.

SMILES	D3 ag	HT1080 IDH1KD tx	SW480 rerep	HT1080-NT tox	IL1B secr inh	KB-V1 cytotox	D3 antag	GLP-1R agonist	KB-3-1 cytotox
CC1Cc2cc(/C(O)=C3/C(=O)C(=O)N(CCCn4ccnc4)C3c3ccc([N+](=O)[O-])cc3)ccc2O1 (centres undefined)	-14	17%	-2%	17%	8	17%	-6	0%	-19%
Nc1cccc(-c2nc3ccc(N)cc3s2)c1	1	?	?	?	-18	?	-2	-10%	-2%
CC1CCN(C(=O)c2ccc(SCc3ccccc3F)c([N+](=O)[O-])c2)CC1	-11	-7%	9%	?	-60*	-13%	?	4%	6%
Cn1c(Cc2ccccc2)nnc1SCC(=O)Nc1cccc(S(=O)(=O)NC2=NCCCCC2)c1	2	6%	-5%	3%	18	-4%	14	0%	13%
Cc1cc(=O)oc(C)c1C(=O)NCc1ccco1	-1	-3%	-3%[9.22 µM]	2%	-3	1%	-16	-5%	3%
COC(=O)Cc1ccc(NC(=S)NN2CCOCC2)cc1	0	18%	-8%	19%	10	5%	-16	-5%	-1%
Cc1cccc2nc(C(F)(F)F)nc(=O)n12	2	4%	-3%	-4%	8	-7%	14	-4%	9%
COc1cccc(N2C(=O)C3CCCN3C2c2ccc(Cl)cc2)c1 (centres undefined)	6	-19%	-3%	-13%	38	11%	6	1%	10%
CC(C)(C)C(=O)N1CCN(c2ncccc2C(F)(F)F)CC1	-15	16%	24%	7%	20	-1%	7	-1%	1%
C/C(Nc1ccc(Cl)c(Cl)c1)=C1/CCOC1=O	-5	-11%	·	-12%	-22	4%	-22	0%	22%
Oc1ccc(-c2sc(Nc3ccccc3)n[n+]2-c2ccc(F)cc2)cc1	-14	1%	-5%[9.22 µM]	0%	16	0%	0	-3%	-6%
CCCCNC(=O)C(CC)(ONc1ccccc1C(F)(F)F)c1ccccc1OC (centres undefined)	-10	3%	?	-2%	?	0%	?	5%	-6%
Cc1ccccc1CSc1nnc(C)n1N	14	-21%	-3%	10%[9.24 µM]	4	8%	15	-17%	0%
C[C@@]12C(=O)NCC(=O)N1[C@@H]1c3cc(Br)ccc3OC[C@@H]1[C@@H]2c1ccccc1	-7	-7%	27%	-21%	0	17%	?	-4%	11%
CC1(C)CC2(C)CC(=O)C1C(C(=O)O)C2C(=O)O (centres undefined)	11	19%	·	10%	-24	-4%	24	2%	4%
COc1cc2c(cc1OC)CN(C(=O)CSC1=NCCS1)CC2	0	-9%	·	-9%	-3	?	5	2%	22%
O=C(O)C[C@H]1c2cc(C(F)(F)F)ccc2S(=O)(=O)N1C1CCN(Cc2ccccc2)CC1	5	13%	1%	2%	12	17%	10	0%	7%
COc1ccccc1CC1(C)C(=O)Nc2ccc(S(=O)(=O)NC3CCCCC3)cc21 (centres undefined)	-14	-9%	·	-7%	-5	-3%	0	-9%	0%
COc1cc(C(O)c2nc(-c3csc4ccccc34)cs2)ccc1F (centres undefined)	2	?	·	?	-10	-29%	14	16%	-21%
Cc1cc(C)n(CC(=O)N/N=C/c2cccc([N+](=O)[O-])c2)n1	-14	1%	-2%	-3%	-10	0%	-7	-3%	-2%
NS(=O)(=O)c1ccc(CNC(=O)CC23CC4CC(CC(C4)C2)C3)cc1	4	-5%	-3%	-7%	27	18%	8	-9%	28%
CN(CC(=O)Nc1ccccc1Br)C(=O)c1ccc(-c2ccc(Cl)cc2)o1	0	-25%	?	-13%	8	0%	-24	0%	1%
COc1cccc(-c2cc3nc(NCc4ccc(C)cc4C)n(C)c(=O)c3s2)c1	12	-2%	·	8%	56	?	70	11%	?
Cc1ccc(S(=O)(=O)CC(O)COc2ccc(C#N)cc2)cc1 (centres undefined)	9	5%	-4%	4%	17	-30%	8	4%	0%
CCS(=O)(=O)N1CCN(c2ccc(C(=O)N3CCOCC3)cc2[N+](=O)[O-])CC1	1	1%	-24%	2%	0	-24%	19	-1%	0%
CCCCN(C)CCN1C(=O)C2C(C(=O)Nc3cccc(OC)c3)C3C=CC2(O3)C1C(=O)NC1CCCCC1C (centres undefined)	-3	-11%	-3%	-2%	?	0%	8	9%	-5%
COc1cc(NC(=O)c2cccc(COCC(F)(F)C(F)F)c2)cc(OC)c1OC	1	-6%	·	2%	31	?	2	-7%	?
O=C(NCCCC(NC(=O)OCc1ccccc1)C(=O)O)OCc1ccccc1 (centres undefined)	6	0%	0%	1%	0	-13%	-4	-4%	-10%
Cc1ccc(S(=O)(=O)NCC(=O)OCC(=O)N(Cc2ccccc2)C(C)(C)C)cc1	-1	17%	-2%	12%	9	-12%	-1	0%	7%
COc1ccc(NC(=O)Cn2c(=O)c3cc(Cl)ccc3n3nncc23)cc1	-11	·	·	·	·	0%	·	0%	1%
COc1ccc(OC)c(NC(=O)c2ccc3c(Cl)c4c(nc3c2)CCCC4)c1	1	·	·	·	·	24%	·	-1%	-2%
COc1cc(NS(=O)(=O)c2ccc(N/C=C(\C=O)c3nc4ccccc4o3)cc2)nc(OC)n1	-9	6%	4%	-6%	43	0%	-17	0%	-3%
CC(=O)Nc1ccc2c(c1)nc(CCNC(=O)c1ccccc1)n2C	2	2%	-13%	11%	-21	5%	-14	-4%	15%
COc1cc(CN2CCCCCC2)cc(Br)c1O	-15	15%	-4%	11%	29	8%	-5	-1%	8%
CC(c1cccnc1)N(CCN(C)C)C(=O)Nc1ccc(Cl)c(Cl)c1 (centres undefined)	-6	-12%	-11%	-8%	-3	0%	0	6%	-14%
CCOC(=O)c1oc2ccc(S(=O)(=O)n3nc(-c4ccc(C)cc4)cc3N)cc2c1C	-2&0	10%	-1%	22%	8	21%&-5%	56	-3%&-2%	-6%&-2%
N#Cc1ccccc1-n1c(N)c(C(=O)N2CCCC2)sc1=S	-2	-11%	1%	-3%	9	16µM*	-7	-2%	?
O=C(N/N=C/c1ccc([N+](=O)[O-])cc1)c1cnccn1	15	10%	-10%	14%	2	21%	16	-4%	12%
O=C1N=C(N2CCOCC2)S/C1=C/c1cc2c(cc1[N+](=O)[O-])OCO2	11	?	-65%[inhibitor]	?	-100*	6%	-2	0%	-7%
CCOC(=O)C1(C(F)(F)F)N=C(C(F)(F)F)Nc2ccccc21 (centres undefined)	13	0%	-5%	2%	16	16%	7	1%	0%

Record cards, as listed above.
COc1cc(NS(=O)(=O)c2ccc(N/C=C(\C=O)c3nc4ccccc4o3)cc2)nc(OC)n1 in the list: D3 ag: -9; HT1080 IDH1KD tx: 6%; SW480 rerep: 4%; HT1080-NT tox: -6%; IL1B secr inh: 43; KB-V1 cytotox: 0%; D3 antag: -17; GLP-1R agonist: 0%; KB-3-1 cytotox: -3%
CC(=O)Nc1ccc2c(c1)nc(CCNC(=O)c1ccccc1)n2C in the list: D3 ag: 2; HT1080 IDH1KD tx: 2%; SW480 rerep: -13%; HT1080-NT tox: 11%; IL1B secr inh: -21; KB-V1 cytotox: 5%; D3 antag: -14; GLP-1R agonist: -4%; KB-3-1 cytotox: 15%

(further entries)
SMILES	D3 ag	HT1080 IDH1KD tx	SW480 rerep	HT1080-NT tox	IL1B secr inh	KB-V1 cytotox	D3 antag	GLP-1R agonist	KB-3-1 cytotox
Cn1c(=O)c2c(nc(CN3CCN(C(=O)c4ccco4)CC3)n2Cc2ccc(Cl)cc2)n(C)c1=O	-6	1%	-1%	0%	16	-12%	3	2%	-7%
O=C(NCCc1ccccc1)C1CC(=O)N(c2ccc3c(c2)OCCO3)C1 (centres undefined)	-6	4%	-4%	1%	4	-12%	-3	-1%	-12%
O=c1[nH]cnc(O)c1C(c1cccc([N+](=O)[O-])c1)c1c(O)nc[nH]c1=O	-3	-2%	-52%[inhibitor]	-23%	1	25%	-17	0%	-2%
O=C(/C=C/c1ccc([N+](=O)[O-])cc1)Nc1cccc(S(=O)(=O)NC2=NCCCCC2)c1	1	-8%	1%	0%	?	18µM*	5	12%	8%
CC1=C(C(=O)OCC2CCCO2)C(c2ccccc2)C2=C(CC(C)(C)CC2=O)N1 (centres undefined)	7	-5%	12%	15%	-11	?	-6	13%	18%
CC(Oc1ccc(Cl)cc1Cl)C(=O)N/N=C1\CCCc2ccccc21 (centres undefined)	3	6%	-18%	11%	15	-12%	26	-11%	8%
CCc1nc(N2CCN(C(=O)c3ccco3)CC2)c2oc3ccccc3c2n1	13	?	12µM*	?	-27	21µM*	17	-2%	11%
O=C(NCc1ccncc1)[C@@H]1CCCN1C(=O)[C@@H]1CCCN1C(=O)c1c(F)cccc1F	-7	-1%	·	15%	5	0%	5	15%	11%
Nc1nc(-c2ccc(S(=O)(=O)N3CCCCC3)cc2)cs1	8	-10%	4%	-4%	17	-8%	36	2%	-19%
C/C(=N\NC(=O)c1ccc(OC2CCCC2)cc1)c1ccc(C)s1	-3	9%	-7%[9.22 µM]	4%	-17	-10%	-8	-7%	-5%
CC1CC(Nc2ccccc2)c2ccccc2N1C(=O)c1ccco1 (centres undefined)	4	?	24%	?	-4	?	11	6%	1%
CS(=O)(=O)Nc1ccc(-c2n[nH]c(=S)n2-c2ccccc2)cc1	-9	-29%	4%	0%	-3	-1%	-23	2%	-8%
CC(=O)c1c(C)[nH]c(C(=O)N2CCN(c3ncccn3)CC2)c1C	3	-1%	-1%	-12%	30	15%	16	-1%	-1%
O=C(NCc1ccccn1)c1ccc(-c2ccccc2)cc1	4	-10%	-36%[inhibitor]	8%	?	-3%	7	0%	2%
CCOC(=O)c1[nH]cnc1C(=O)NC1CCN(C(=O)OC(C)(C)C)CC1	34*	-6%	-3%	0%	25	16%	11	9%	20%
CC[C@]12c3[nH]c4cc(CCC(=O)N(C)C)ccc4c3CCN1C(=O)[C@@H](CC(=O)NCc1ccco1)C[C@@H]2C(=O)N1CCN(C(=O)C2CC2)CC1	-24	3%	-5%	-5%	-3	-26%	3	-1%	-18%
O=C(NCCCn1cccn1)C1CCC(=O)N(Cc2cccc(C(F)(F)F)c2)C1 (centres undefined)	-2	13%	-2%	1%	7	30%	5	-2%	0%
N#C/C=C/N1CCC(Cc2ccccc2)CC1	9	-11%	-5%	0%	-12	2%	2	6%	6%
